ASAP1 inh: blocks human ASAP1-stimulated Arf1 GTP hydrolysis; Q9ULH1; GDP FP detection; inhibition, % at 16.5 µM; actives 0.19% (n = 360,000); in the data active = inhibition above about 25%;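 note: 0% = vehicle with enzyme and substrate and 100% = no enzyme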
Target sequence (Q9ULH1 325-724 limits assumed): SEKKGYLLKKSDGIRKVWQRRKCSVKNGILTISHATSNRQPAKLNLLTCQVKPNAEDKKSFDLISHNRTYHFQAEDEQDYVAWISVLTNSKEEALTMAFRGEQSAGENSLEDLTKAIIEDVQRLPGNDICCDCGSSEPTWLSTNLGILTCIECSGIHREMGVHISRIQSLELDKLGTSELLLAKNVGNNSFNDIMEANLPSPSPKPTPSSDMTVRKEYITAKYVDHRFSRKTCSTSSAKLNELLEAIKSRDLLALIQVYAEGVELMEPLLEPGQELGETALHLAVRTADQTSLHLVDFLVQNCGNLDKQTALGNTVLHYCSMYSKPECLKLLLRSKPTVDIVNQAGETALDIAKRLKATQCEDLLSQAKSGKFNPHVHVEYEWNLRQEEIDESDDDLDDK
DDE Tn6 FP inh: inhibitors of Tn6 peptide binding to human fibrin DD(E). inhibition, % at 8.3 µM. actives 0.21% (n = 370,000). P02675. AID 720509. Fibrin DD(E) TRITC-Tn6 fluorescence polarization displacement;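 active = inhibition above a per-campaign cutoff: mean of compounds within control limits plus 3 SD, cut at about 15% in these data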;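 note: 0% = median of all compound wells on the plate and 100% = blocking peptide control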
KLK7 zymogen act: activates the human kallikrein-7 zymogen; actives 0.9% (n = 370,000); activation, % at 7 µM; AID 652039; P49862; purified proKLK7, EDANS-DABCYL substrate fluorescence; 100% is mature enzyme control, 0% vehicle;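 active = activation above the mean of all tested compounds plus 3 SD, computed per campaign excluding outliers beyond control limits, cut at about 13% in these data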
LEDGF integ inh: blocks HIV-1 LEDGF/p75-dependent DNA integration. TR-FRET IN-LEDGF/p75 DNA integration, Eu/Cy5. inhibition, % at 3.7 µM. actives 0.64% (n = 370,000). AID 743269;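 active = inhibition above the screen-wide mean plus 3 SD, cut at about 13% in these data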;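 note: signal is the Cy5 over europium emission ratio at 671 and 618 nm; 0% = plate median of compound wells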
PLCg1 inh: blocks human PLC-gamma1 enzyme activity | inhibition, % at 12.2 µM | purified PLC-gamma1, fluorogenic substrate, fluorescence | P19174 | actives 0.84% (n = 370,000); in the data active = inhibition above about 9.5%
Tn7 DDE FP: disrupts Tn7 cyclic peptide binding to fibrin D-Dimer-E complex; P02675; FP displacement of FITC-Tn7 peptide from fibrin DD(E); 0% = median of compound wells per plate; inhibition, % at 8.3 µM; actives 0.13% (n = 370,000); AID 720508;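 active = inhibition above the mean of compounds falling within the control limits plus 3 SD of them, cut at about 14% in these data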;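 note: 0% = plate median of compound wells and 100% = 10 µM Aha-Tn7 peptide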
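Assay system: human fibrin DD(E) protein / Input: 2 µM fibrin DD(E) / Benchmarks: high control of 10 µM Aha-Tn7 peptide / Measured by: fluorescence polarization of the labelled Tn7 tracer / Medium: Tris buffer with calcium and detergent, pH 7.8 / Timing: 10 min compound pre-incubation, 3 h probe incubation at room temperature / Repeats: one replicate per compound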
ADAM10 inh: inhibits human ADAM10; recombinant ADAM10, EDANS/DABCYL FRET peptide cleavage, 3 h; inhibition, % at 7 µM; actives 0.62% (n = 370,000);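 active = inhibition above a per-campaign cutoff equal to the mean of compounds falling between control-based bounds plus 3 SD, cut at about 20% in these data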;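 note: 0% = DMSO wells while the 100% control is not disclosed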
Target sequence (O14672 214-748 limits assumed): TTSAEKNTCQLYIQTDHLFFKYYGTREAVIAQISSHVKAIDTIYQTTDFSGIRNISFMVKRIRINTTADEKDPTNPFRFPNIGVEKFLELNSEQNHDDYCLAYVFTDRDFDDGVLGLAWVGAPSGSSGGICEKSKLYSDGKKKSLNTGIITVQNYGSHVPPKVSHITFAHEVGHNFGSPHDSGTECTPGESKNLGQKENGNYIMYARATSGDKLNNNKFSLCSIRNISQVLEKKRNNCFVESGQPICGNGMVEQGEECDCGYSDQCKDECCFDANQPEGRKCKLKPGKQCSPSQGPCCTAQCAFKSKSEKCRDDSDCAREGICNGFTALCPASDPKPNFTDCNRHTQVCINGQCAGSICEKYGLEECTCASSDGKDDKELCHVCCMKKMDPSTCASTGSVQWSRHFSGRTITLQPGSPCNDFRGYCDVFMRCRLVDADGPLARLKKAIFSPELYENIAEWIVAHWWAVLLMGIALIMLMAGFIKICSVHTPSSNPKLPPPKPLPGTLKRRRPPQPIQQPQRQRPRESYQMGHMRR
TDP2 absorb: blocks human TDP2 phosphodiesterase activity | O95551 | recombinant TDP2, T5PNP hydrolysis, p-nitrophenol absorbance 415 nm | inhibition, % at 12.8 µM | actives 0.34% (n = 370,000) | AID 720702;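 active = inhibition above the mean of all tested compounds plus 3 SD, set per campaign, cut at about 25% in these data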;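 note: 0% = DMSO with enzyme and 100% = buffer with substrate but no TDP2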
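Test system: human TDP2 enzyme; Input: 120 nM TDP2 per well; Buffer or medium: Mg2+-containing Tris-HCl buffer, pH 7.5; Reagent: 5 mM T5PNP; Dosing: 12.8 µM single point, 1% DMSO; Incubation: reaction 2 h, 37 °C; Detection: p-Nitrophenol epi absorbance; Read-out: % inhibition relative to enzyme-containing and enzyme-free wells; Replicates: single well per compound.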
ADAM17 inh: inhibits human ADAM17; P78536; recombinant ADAM17, EDANS/DABCYL FRET peptide cleavage; inhibition, % at 6.95 µM; actives 0.83% (n = 370,000);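 active = inhibition above the mean of compounds lying between control limits plus 3 SD, set per campaign, cut at about 8.5% in these data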;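 note: 0% = DMSO-only wells as the low control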
ARFGAP1 inh: rat ARFGAP1 inhibition. Q62848. Arfgap1-stimulated ARF1 GTP hydrolysis, GDP FP detection. inhibition, % at 16.5 µM. actives 0.26% (n = 360,000);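 active = inhibition above a per-plate limit, mean inhibition of low control wells plus 3 SD, cut at about 25% in these data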;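 note: 0% = DMSO wells with enzyme and 100% = wells lacking Arfgap1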
Target sequence (Q62848 1-136 limits assumed): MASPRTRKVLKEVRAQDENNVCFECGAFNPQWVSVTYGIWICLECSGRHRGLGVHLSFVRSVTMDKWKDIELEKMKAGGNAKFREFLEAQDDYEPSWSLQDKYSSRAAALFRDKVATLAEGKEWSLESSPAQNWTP
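System: truncated rat Arfgap1 GAP domain / Benchmarks: high control wells lacking Arfgap1, low control full reaction with DMSO / Times: compound-enzyme preincubation 20 min, reaction 120 min, detection 60 min, 25 °C / Repeats: one replicate per compound / Also added: human ARF1(Δ1-17)-GTP substrate / Measured by: Tracer-displacement fluorescence polarization with EDTA stop, 620/688 nm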
The depositor's hits bear a star; i = inactive; . = no result given. The order is random, and some 4.2% of all compounds hit somewhere here.

SMILES	ASAP1 inh	DDE Tn6 FP inh	KLK7 zymogen act	LEDGF integ inh	PLCg1 inh	Tn7 DDE FP	ADAM10 inh	TDP2 absorb	ADAM17 inh	ARFGAP1 inh
O=C(CSc1nncs1)NNC(=O)c1ccco1	-7	-4	0.3	1	-2	-11	0	5	-3	-4
C=CCn1c(SCC(=O)NCc2cccs2)nnc1C1CCCCC1	-13	-4	0.8	-3	0	-3	-10	-5	-1	8
COc1ccc(NC2CCCN(C(=O)c3cc(CC(C)C)nc(N)n3)C2)cc1 (configuration not stated)	2	3	-0.6	2	-7	2	-12	3	-7	-14
CCOC(=O)N1CCc2cc(OC)c(OC)c3c2c1cc1cc(OC)c(OC)cc13	8	2	-1.7	-1	-113	3	-353	0	-95	10
Cc1cc(C)n(CCNC(=O)[C@H]2O[C@@H](n3cnc4c(N)ncnc43)[C@H](O)[C@@H]2O)n1	4	3	0.4	-1	2	4	-1	1	0	1
CCOc1cc(CNc2ccc3c(c2)CCC3)ccc1O	-4	-7	-0.3	3	-15	-1	-4	5	2	-3
Cc1ccc(SCC(=O)OCC(=O)NC2CCCCCC2)cc1	8	-7	-0.1	4	0	-4	-1	-1	0	-2
Cc1ccc(S(=O)(=O)N2CCCCC2)cc1NC(=O)COC(=O)CNC(=O)c1cc(Cl)cc([N+](=O)[O-])c1	15	3	0.3	5	7	-6	4	-10	8	6
CCN(CCNC(=O)c1ccc(CSc2nc3ccncc3[nH]2)cc1)c1ccccc1	1	-2	-0.8	-3	2	6	-6	-2	0	0
COc1ccccc1NS(=O)(=O)c1cccc(C(=O)NCC2(N3CCCCC3)CCCCC2)c1	4	-5	-0.4	-4	1	6	-19	-10	-1	-7
Cc1ccc(NC(=O)C2OCCc3ccccc32)cc1Cl (configuration not stated)	-3	5	-0.6	2	2	-4	5	2	1	5
COC(=O)C1=CN(Cc2ccc(OC)cc2)C=C(C(=O)OC)C1c1ccsc1	13	1	-35	1	i	0	i	-3	i	-12
COc1ccccc1C(=O)NNC(=O)C(=O)NC(C)(C)C	-5	-3	0.7	-9	2	1	-9	1	1	2
Cc1ccc(C(=O)COC(=O)[C@@H](NC(=O)c2ccco2)C(C)C)s1	2	-5	0.6	-1	-33	0	-9	9	-5	-7
Cc1ccc(CN2CC(C(=O)N3CCN(S(=O)(=O)c4cccc(F)c4)CC3)CC2=O)cc1 (configuration not stated)	2	0	0.4	0	1	-6	4	4	-1	6
COCCCNC(=O)COc1cc(C)c(Cl)c(C)c1	-3	10	0.4	-4	0	1	4	-1	-3	-9
Cc1ccc(S(=O)(=O)N(C)c2ccc(OCC(=O)Nc3cc(C(=O)O)ccc3Cl)cc2)cc1	1	-1	-0.4	4	-5	2	-6	12	0	-4
CCOc1ccc(Cn2c(O)cc(=O)[nH]c2=O)cc1	6	0	0.0	1	-3	-2	5	8	-1	0
CN(c1cc2c(c3c1ccn3C)C1CCC2C1)C1CCCCC1 (configuration not stated)	9	-2	0.4	5	-4	-1	6	-4	1	16
O=C1c2ccccc2C(=O)N1CC(O)Cn1nnc2ccccc21 (configuration not stated)	2	1	-0.4	-2	2	2	4	-1	-5	1
Clc1ccc(CSc2ncnc3c2ncn3C2CCCCO2)cc1 (configuration not stated)	-8	0	0.1	-1	1	-2	0	-4	3	9
O=C(N/C(=C\c1ccco1)C(=O)N1CCCC1)c1ccccc1	9	-4	0.3	1	-13	3	-8	18	-2	2
O=C1[C@H]2[C@@H](c3ccc(F)cc3)N3C(=O)N(c4ccc(Br)cc4)C(=O)[C@@]3(Cc3ccc(Cl)cc3)[C@H]2C(=O)N1C1CCCCC1	0	1	-0.7	-2	1	4	8	-2	1	9
COc1ccc(NC(=O)c2ccc3ccccc3c2OC)cc1	4	2	0.5	0	-1	2	9	4	-3	-11
COC(=O)[C@]12C[C@H](CC(=O)N3CCSCC3)C(=O)N(Cc3cccc4ccccc34)C1=C[C@H](COCc1ccccc1)O[C@@H]2C	.	1	0.1	-3	4	6	-4	7	-3	.
Cc1ccc(C)c(S(=O)(=O)C(C#N)c2nc3ccccc3nc2N2CC(C)OC(C)C2)c1 (configuration not stated)	6	-4	0.6	5	-70	3	-26	-9	-10	-3
CCNC(=S)Nc1ccc(S(=O)(=O)Nc2cc(C)nc(C)n2)cc1	-16	2	-0.3	-1	0	-2	-9	-7	-4	-17
COc1ccc(C(=O)Nc2nnc(Cc3ccccc3)s2)c(OC)c1	7	-1	0.1	0	1	-6	-5	10	-1	1
O=C(Nc1ccc(N2CCN(C(=O)c3ccc(Cl)cc3)CC2)cc1)c1cc2ccccc2o1	-7	5	-0.3	2	-3	-8	0	-4	0	-7
O=C1CCCS(=O)(=O)c2ccccc21	13	-2	-0.4	7	1	-6	-24	-8	-6	-1
O=C1c2cccc3cccc(c23)N1CN1CCN(c2ccccn2)CC1	-3	-1	4.4	-6	-414	-5	-144	-16	-40	-15
Fc1c(F)c(F)c(N=Cc2ccc3ncccc3c2)c(F)c1F	-4	-1	-0.5	-2	-1	1	-7	3	-4	-14
CC(=O)N[C@@H](Cc1c[nH]c2ccccc12)C(=O)OCC(=O)Nc1ccc(S(=O)(=O)N(C)C)cc1	1	10	-0.1	-9	1	0	0	-3	-6	1
CN(Cc1ccon1)C(=O)C1CCC(=O)N(Cc2ccc(Cl)cc2)C1 (configuration not stated)	-13	6	-0.5	-1	4	-3	4	-5	-3	18
CCOc1ccc(/C=N/OCC(=O)NCc2ccco2)cc1	-4	10	0.1	4	0	-1	-2	17	-4	-5
O=C(NCC1CCCO1)C(c1cccnc1)N(C(=O)Cc1cccs1)c1ccccc1 (configuration not stated)	-4	-5	-0.1	3	1	-4	-9	1	-3	14
CCCc1nc2ccccc2c(C(=O)OCC(=O)Nc2cccc(S(=O)(=O)N3CCOCC3)c2)c1CC	5	-1	1.1	1	7	-2	32*	-11	17*	28*
CCOc1ccc(C/C(O)=C2\C(=O)CC(C)(C)CC2=NCC(=O)O)cc1OCC	-8	-6	-1.3	2	2	8	14	-4	1	-2
COc1cc(/C=C/C(=O)NC2CCCCC2)cc(OC)c1OC	-10	1	-0.1	0	-3	5	-15	5	-4	6
O=C(CSc1nnc(-c2ccco2)n1-c1ccc(Cl)cc1)Nc1cccc2ccccc12	.	-4	1.2	-2	2	-1	3	-2	7	.
O=C(Nc1ccc(Cl)cc1)Nc1nnc(/C=C/c2ccccc2)s1	15	-3	0.4	5	-3	-2	-14	2	-8	10
Clc1cccc(Cl)c1OCCOCCNCc1ccccc1	7	5	-0.5	0	4	7	3	0	1	12
CC(C)(C)c1cc(NC(=O)CCSc2nnc3ccccn23)cc(C(C)(C)C)c1	-8	5	-0.4	4	-36	5	-33	2	-10	-3
Cc1c([C@@H]2C[C@H]3CN(Cc4cccc(Cl)c4)C(=O)[C@]34CCCN24)cnn1C	8	2	0.4	0	-2	0	2	4	-2	-6
COc1ccc([C@@H]2[C@@H](C)N(c3ccccc3)c3ccccc3C(=O)N2Cc2ccccc2)cc1	-4	-2	-15	5	-82	-5	-78	-3	-20	-2
COCC(=O)N(Cc1cc2cc(OC)ccc2[nH]c1=O)c1ccccc1OC	7	-4	1.6	-1	-23	-5	-237	2	-77	4
O=C(Nc1ncnc2c1C(c1ccccc1)c1c(ccc3ccccc13)O2)c1ccccc1 (configuration not stated)	7	-9	-1.2	0	-7	1	5	2	2	8
Cc1cc(NCCCn2ccnc2)n2nc(-c3ccc(F)cc3)cc2n1	18	2	0.1	1	-28	1	-56	-2	-16	4
COc1ccc(CCNC(=O)c2cccc(S(=O)(=O)N3CCCCC3)c2)cc1	-6	1	0.5	7	3	0	6	-13	-1	2
CCn1nc(NS(=O)(=O)c2ccccc2[N+](=O)[O-])c2cc3cccc(C)c3nc21	8	0	-0.2	-2	-14	6	-2	-3	-2	4
COc1ccc(-c2noc(-c3ccccc3-c3ccccc3)n2)cc1	0	-5	-0.1	1	2	-12	3	11	-3	3
CCCn1nc2cc(C(=O)NCCCCc3ccccc3)ccc2c1OCC	0	-5	-28	-3	-295	4	i	-2	-196	15
COCCOc1cc(Nc2nnc(C(F)(F)F)s2)c(Cl)cc1Cl	12	2	-0.2	-2	-3	-2	8	-7	0	6
CC(=O)c1cccc(NC(=O)NCc2ccco2)c1	-7	-10	-0.2	-1	-1	-4	-5	6	0	1
COc1ccc(C(C)=O)cc1COC(=O)CCCN1C(=O)c2ccccc2C1=O	-8	-3	-0.5	-2	0	1	2	0	2	-3
O=C(COC(=O)/C=C/c1ccccc1)NCc1ccc2c(c1)OCO2	12	3	-0.4	0	-2	3	-14	2	0	6
O=C(CC[C@H]1O[C@@H](n2cnc3c(NC(=O)c4ccccc4)ncnc32)[C@H](O)[C@@H]1O)NCc1nc2ccccc2[nH]1	5	-10	0.7	-10	2	0	-6	-4	2	-1
Cc1cc2oc(=O)cc(CN3CCCCCCC3)c2cc1Cl	-2	-6	1.2	1	-8	-3	-34	5	-6	10
COc1cc([N+](=O)[O-])ccc1NC(=O)/C=C\C(=O)O	-9	4	0.2	1	2	5	5	8	1	-2
O=C(Nc1cccc(F)c1)c1ccco1	8	-10	-0.2	1	0	4	14	15	-3	-8
Cc1cc(C)c(S(=O)(=O)NCC23C=CC(O2)C2C(=O)N(c4ccccc4)C(=O)C23)c(C)c1 (configuration not stated)	12	-3	0.2	3	2	-7	-9	0	-3	-5

Profiles, quoted from the list. Screens in order: ASAP1 inh	DDE Tn6 FP inh	KLK7 zymogen act	LEDGF integ inh	PLCg1 inh	Tn7 DDE FP	ADAM10 inh	TDP2 absorb	ADAM17 inh	ARFGAP1 inh
Cc1cc2oc(=O)cc(CN3CCCCCCC3)c2cc1Cl across the screens: -2	-6	1.2	1	-8	-3	-34	5	-6	10
O=C(CC[C@H]1O[C@@H](n2cnc3c(NC(=O)c4ccccc4)ncnc32)[C@H](O)[C@@H]1O)NCc1nc2ccccc2[nH]1 across the screens: 5	-10	0.7	-10	2	0	-6	-4	2	-1
CN(Cc1ccon1)C(=O)C1CCC(=O)N(Cc2ccc(Cl)cc2)C1 (configuration not stated) across the screens: -13	6	-0.5	-1	4	-3	4	-5	-3	18
O=C(COC(=O)/C=C/c1ccccc1)NCc1ccc2c(c1)OCO2 across the screens: 12	3	-0.4	0	-2	3	-14	2	0	6

Bioassay records (PubChem BioAssay)
